# Screening data deposited in PubChem BioAssay by several laboratories.
# NR2F2 inh – inhibitors of human COUP-TFII (NR2F2) | P24468 | HEK293T NGFI-A luciferase reporter, luminescence | inhibition, % at 8.6 µM | 370,000 compounds, 0.7% hits | AID 686940;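 active = inhibition above a per-plate cutoff, mean inhibition of test wells between control levels plus 3 SD, cut at about 38% in these data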;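 also: cells cotransfected with COUP-TFII expression vector driving the NGFI-A reporter; 0% = median of COUP-TF2 test wells and 100% = reporter-only cells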
# Target sequence (P24468 whole entry, looked up): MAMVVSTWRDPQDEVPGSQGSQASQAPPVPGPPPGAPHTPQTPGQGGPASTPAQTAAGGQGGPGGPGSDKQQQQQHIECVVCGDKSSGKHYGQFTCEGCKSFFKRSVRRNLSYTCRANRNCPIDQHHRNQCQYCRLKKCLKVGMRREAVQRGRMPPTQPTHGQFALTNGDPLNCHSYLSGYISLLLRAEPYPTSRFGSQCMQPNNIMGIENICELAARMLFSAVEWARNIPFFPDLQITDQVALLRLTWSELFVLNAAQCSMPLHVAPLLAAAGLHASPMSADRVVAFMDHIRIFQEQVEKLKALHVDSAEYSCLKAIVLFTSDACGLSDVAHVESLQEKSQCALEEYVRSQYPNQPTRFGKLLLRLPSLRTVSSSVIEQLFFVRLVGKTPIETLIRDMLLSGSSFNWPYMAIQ
# TROY NFkB inh – inhibitors of TROY-dependent NF-kB signaling; Q293 LMP1-TROYcd NF-kB luciferase reporter, 4 h; inhibition, % at 10 µM; 360,000 compounds, 0.98% hits; AID 1347056;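 active = compounds whose plate-normalised and pattern-corrected inhibition of the luciferase reporter signal at the single screening dose is 50% or more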
# TRAIL sens C8 – sensitizes caspase-8 expressing cells to TRAIL; NB7+C8 cells + TRAIL, ATPlite viability luminescence; inhibition (viability loss, TRAIL sensitization), % at 10 µM; 360,000 compounds, 1% hits; AID 624354;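 active = compounds causing at least 50% loss of cell viability in the single-dose screen, relative to plate controls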
# SRC2 inh – human SRC2 (NCOA2) inhibition. Q15596. HEK293 GAL4-SRC2 luciferase reporter, luminescence. inhibition, % at 9 µM. 370,000 compounds, 0.17% hits. AID 651957;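 active = inhibition above the mean inhibition of all tested compounds plus 3 SD, set per campaign, cut at about 52% in these data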;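 also: 0% = DMSO treated cells and 100% = cells given Gossypol at 36 µM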
# NCOA1 inh – inhibits human SRC1 coactivator. Q15788. HEK293 GAL4-SRC1 luciferase reporter, luminescence. inhibition, % at 3.6 µM. 360,000 compounds, 0.12% hits. AID 588354;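 active = inhibition above the campaign mean plus 3 SD, with each screening campaign given its own cutoff, cut at about 60% in these data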;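 also: 0% = DMSO treated cells and 100% = gossypol at 36 µM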
# KKLEB cytotox – reduces viability of KKLEB cystic fibrosis airway cells; 360,000 compounds, 0.36% hits; AID 602141; KKLEB CF airway cells viability, ATPlite luminescence, overnight; stronger effect = lower value; cells stimulated with P. aeruginosa culture filtrate; activity change (cytotoxicity), % at 5 µM;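 active = corrected activity change at or below -50% at 5 µM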
# CF NFkB block – inhibitors of cystic fibrosis induced NF-kB; inhibition, % at 5 µM; 360,000 compounds, 0.86% hits; KKLEB NF-kB-GFP reporter, PAF-induced, GFP fluorescence overnight;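 active = at least 50% inhibition at 5 µM, scaled per plate between neutral and stimulator controls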;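 also: PAF is a Pseudomonas aeruginosa culture filtrate used as stimulus; plate controls were PAF-stimulated DMSO wells for no effect and unstimulated DMSO wells for full effect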
# LRH-1 inv ag – NR5A2 inverse agonism in reporter assay; HEK293T StAR-luciferase reporter, LRH-1 transfected, 24 h; inhibition, % at 3.6 µM; 360,000 compounds, 0.13% hits; AID 602396;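 active = inhibition above the mean inhibition of all tested compounds plus 3 SD, cut at about 73% in these data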;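 also: 0% = DMSO wells and 100% = reporter-only cells lacking LRH-1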
# Target sequence (O00482 whole entry, looked up): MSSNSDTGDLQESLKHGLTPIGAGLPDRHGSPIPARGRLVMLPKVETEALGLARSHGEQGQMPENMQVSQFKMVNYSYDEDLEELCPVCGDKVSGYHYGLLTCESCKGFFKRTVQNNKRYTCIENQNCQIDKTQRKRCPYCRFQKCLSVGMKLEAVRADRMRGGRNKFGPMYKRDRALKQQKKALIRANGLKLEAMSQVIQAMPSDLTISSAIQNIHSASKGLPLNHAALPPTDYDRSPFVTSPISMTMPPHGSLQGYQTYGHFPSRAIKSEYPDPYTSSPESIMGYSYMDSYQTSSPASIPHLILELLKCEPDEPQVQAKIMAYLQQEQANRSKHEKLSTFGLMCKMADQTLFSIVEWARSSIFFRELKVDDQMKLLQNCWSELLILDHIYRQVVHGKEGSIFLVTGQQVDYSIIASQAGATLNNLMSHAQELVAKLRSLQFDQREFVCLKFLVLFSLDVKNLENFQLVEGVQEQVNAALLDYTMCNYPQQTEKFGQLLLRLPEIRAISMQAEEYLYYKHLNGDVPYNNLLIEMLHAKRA
# SRC3 inh – inhibits human SRC3 coactivator | Q9Y6Q9 | HEK293 GAL4-SRC3 luciferase reporter, luminescence | inhibition, % at 3.6 µM | 360,000 compounds, 0.17% hits | AID 588352;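 active = inhibition above a per-campaign cutoff, the mean of all compounds plus 3 SD, cut at about 60% in these data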;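 also: 0% = DMSO-treated cells and 100% = gossypol-treated cells at 36 µM; higher means less SRC3-driven luciferase light from the GAL4 reporter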
# LMP1 NFkB inh – reduces LMP1-driven NF-kappaB luciferase signal | LMP1-induced NF-kappaB luciferase reporter cells, luminescence | inhibition, % at 12.5 µM | 350,000 compounds, 0.69% hits; in the data active = inhibition above about 41%;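 also: 0% = neutral control wells and 100% = reference inhibitor control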
# TWEAK Fn14 block – TWEAK-Fn14 signaling inhibition; TWEAK-stimulated Fn14 reporter cells, luciferase luminescence, 8 h; inhibition, % at 10 µM; 360,000 compounds, 2% hits; in the data active = inhibition above about 50%
# An asterisk follows results filed as active; / = no result given.
SMILES,NR2F2 inh,TROY NFkB inh,TRAIL sens C8,SRC2 inh,NCOA1 inh,KKLEB cytotox,CF NFkB block,LRH-1 inv ag,SRC3 inh,LMP1 NFkB inh,TWEAK Fn14 block
Cc1ccc(C)c(CN2CCC(CNC(=O)Nc3ccc(C)c(F)c3)CC2)c1,1,7,-4,9,-22,-6,13,-11,9,7,10
Cc1c(OCc2nn[nH]n2)ccc2c3c(c(=O)oc12)CCCC3,2,15,-2,9,8,13,-4,4,1,1,0
COc1ccc([C@@H]2[C@@H]3C(=O)N(C(C)(C)C)C(=O)[C@@H]3[C@]3(Cc4ccc(Cl)cc4)C(=O)N(c4ccc(Br)cc4)C(=O)N23)cc1,6,-6,9,5,-9,-5,2,1,-7,1,6
CN(C)c1cncc(C(=O)O)c1,6,25,0,9,0,-17,1,16,-15,-3,4
COc1ccc(/C=N/OCC(=O)Nc2nc3ccccc3s2)cc1,-6,1,-3,6,-1,11,-5,9,19,0,-11
O=C(CN1C(=O)NC2(CCCC2)C1=O)Nc1ccccc1F,-1,5,2,-16,-4,3,7,11,0,-2,1
CCCN(C(=O)COC(=O)CSc1ccc(C(N)=O)cc1[N+](=O)[O-])C1CCS(=O)(=O)C1 (stereo not drawn),7,12,14,9,-12,-13,18,13,9,-8,10
O=C(CNC(=O)c1ccco1)NCC(=O)OCc1ccc(Cl)cc1Cl,12,0,-14,-9,-4,8,-16,4,-15,-2,18
O=C(Cc1ccccc1)Nc1c(C(=O)N2CCOCC2)cnn1-c1ccccc1,-25,-1,-10,29,3,1,8,-20,-14,6,13
O=C(Cn1cnc2c(OCc3ccccc3)ncnc21)NCCc1c[nH]c2ccccc12,1,1,7,1,7,4,0,22,-7,-2,0
Fc1ccccc1-c1nc(-c2ccc(Br)o2)no1,-14,-27,26,-54,-102,-8,0,-133,-82,-44,21
Cc1ccccc1CSc1nnc(-c2ccccn2)n1C,-33,-54,9,-42,-26,-9,16,-52,-23,/,-12
CCCCC(=O)N(C)c1c(C)nc2ccc(C(=O)NCCOc3ccc(OC)cc3)cn12,-5,-6,-15,-16,16,-3,-11,7,0,/,-4
C=CC[C@H]1CC(Cc2ccccc2)=C[C@H](CC=C)N1,0,10,2,-3,-13,-14,8,-1,17,4,1
CC(=O)NNc1cc(C)nc(N)n1,9,-17,-3,-24,-8,16,-19,9,10,/,-8
CCSc1nnc(NC(=O)CSc2nc3c(c(=O)n2CCOC)SC(C)C3)s1 (stereo not drawn),-4,10,-3,7,10,21,4,5,6,4,21
Cc1cc(NC(=O)Cn2nnc3sc4c(c3c2=O)CCCC4)no1,14,-5,5,2,7,9,-9,13,-2,6,16
CCCCC(=O)N/N=C/c1ccc(N2CCOCC2)c([N+](=O)[O-])c1,-10,8,9,-29,-3,-7,7,13,3,11,-11
O=C(CCCN1C(=O)C(c2ccccc2)Oc2cccnc21)NCc1ccccc1Cl (stereo not drawn),-5,-9,-10,7,8,-8,17,-8,6,3,5
COc1ccsc1C(=O)NCCN1CCOCC1,-2,1,0,-10,0,-1,0,-7,0,6,5
CCOC(=O)C1=C(C)NC(=O)NC1c1ccco1 (stereo not drawn),10,19,8,-3,7,13,6,-18,3,-1,-3
Cc1cccc(/C=N/NC(=O)C2CCCNC2=O)c1 (stereo not drawn),-1,-15,-14,2,11,-11,10,3,-10,5,-14
Cc1cccc(N2CCN(S(=O)(=O)c3ccc4c(c3)CCN4C(=O)CCC(=O)O)CC2)c1C,9,13,-4,5,-23,0,4,11,16,7,-3
NC(=S)N/N=C1\c2ccccc2-c2c(C(=O)O)cccc21,9,23,-23,13,4,15,4,-5,9,-12,7
COc1ccc(Cl)cc1NC(=O)C(C)N1CCN(c2ccccn2)CC1 (stereo not drawn),18,9,-14,-23,-32,6,7,7,-20,9,1
CC(C)(C)c1ccc(C(=O)NNc2ncccc2-n2cccc2)cc1,21,53*,-17,5,-3,0,2,-3,16,0,8
CCOC(=O)Cc1ccc(Nc2nc(NCc3ccccc3)nc3ccsc23)cc1,29,57*,0,24,19,-8,17,9,12,/,93*
O=C(CNc1ccc(Cl)cc1)c1ccc(Br)cc1,7,-36,-1,-23,-8,-4,-18,9,18,-5,-2
CCn1cc([N+](=O)[O-])c(C(=O)N2N=C(c3ccccc3)CC2c2ccc([N+](=O)[O-])cc2)n1 (stereo not drawn),-8,-42,-7,-21,-18,2,-3,-34,5,8,-7
Cc1ccn2c(=O)nc(SCC(=O)Nc3ccc4c(c3)OCO4)nc2c1,-20,4,-14,-17,-1,-2,9,39,-4,-8,-13
CCOC(=O)COc1ccc2nsnc2c1,-2,-4,3,17,-4,9,-3,7,15,0,-2
CCN1CCN(C(=O)c2cc3c(s2)-c2ccccc2S(=O)(=O)C3)CC1,-4,-7,-13,-26,-18,11,-29,9,-15,-5,-19
Cn1c2c(c(=O)n(C)c1=O)CN(Cc1ccco1)CN2,-4,-17,1,-7,-8,-8,1,-4,11,2,4
O=C1c2ccccc2C(=O)N1CCCN1C(=O)c2ccccc2C1=O,9,-27,-4,-8,-1,0,-6,-14,-18,-2,-7
CNC(=O)CS(=O)CC(=O)Nc1cc(OCCOC)c(Cl)cc1Cl (stereo not drawn),17,-19,-7,-6,-11,5,0,-14,-7,1,-16
COc1ccccc1C(=O)OCc1nc(N)nc(Nc2ccccc2C)n1,-19,-43,-1,-33,-32,-6,6,-20,-19,4,-30

# A draw from above in order of length of the SMILES, high to low.
SMILES,NR2F2 inh,TROY NFkB inh,TRAIL sens C8,SRC2 inh,NCOA1 inh,KKLEB cytotox,CF NFkB block,LRH-1 inv ag,SRC3 inh,LMP1 NFkB inh,TWEAK Fn14 block
O=C1c2ccccc2C(=O)N1CCCN1C(=O)c2ccccc2C1=O,9,-27,-4,-8,-1,0,-6,-14,-18,-2,-7
Cn1c2c(c(=O)n(C)c1=O)CN(Cc1ccco1)CN2,-4,-17,1,-7,-8,-8,1,-4,11,2,4
O=C(CNc1ccc(Cl)cc1)c1ccc(Br)cc1,7,-36,-1,-23,-8,-4,-18,9,18,-5,-2

# Carrying on.
SMILES,NR2F2 inh,TROY NFkB inh,TRAIL sens C8,SRC2 inh,NCOA1 inh,KKLEB cytotox,CF NFkB block,LRH-1 inv ag,SRC3 inh,LMP1 NFkB inh,TWEAK Fn14 block
CSc1ncccc1C(=O)OCC(=O)N(C)c1c(N)n(Cc2ccccc2)c(=O)[nH]c1=O,-6,11,-8,-16,7,-6,0,-5,-13,3,4
Cc1cccc(N(CC(=O)N2CCc3ccccc3C2)S(C)(=O)=O)c1C,21,11,7,-6,11,5,-6,8,12,6,4
Cn1nc(C(C)(C)C)c([N+](=O)[O-])c1C(=O)N1CCOCC1,-8,-5,-5,8,-13,16,-2,-5,13,1,3
O=C(Nc1ccc2oc(-c3ccccc3)nc2c1)c1cc(-n2cnnc2)ccc1Cl,-38,-34,1,-28,-55,10,-20,-50,-17,-6,32
COc1ccc(CN2CCN(C(=O)c3cccs3)CC2)c(OC)c1OC,5,-2,0,-21,2,-2,-5,5,-17,1,-27
CCCCNC(=S)NCC(c1ccccc1)c1c[nH]c2ccccc12 (stereo not drawn),13,14,-5,14,-20,10,-9,1,-28,-5,18
C=CCN(C)NC(=O)Nc1ccccc1,-17,0,-5,13,-9,9,-2,-16,11,4,-7
CCSc1nnc(NC(=O)CSc2sc3c(O)cc(=O)[nH]c3c2C#N)s1,7,-9,7,-18,1,-7,16,-2,-3,-4,22
N#Cc1c(N(CCO)CCO)nc(N)c2c(N)nc3c(c12)CC(=O)N3Cc1cccs1,/,2,-6,/,9,-14,12,2,4,-4,-15
CS(=O)(=O)Cc1ccc(C(=O)N2CCN(C(=O)c3cccs3)CC2)cc1,9,2,-7,10,-1,5,6,15,6,2,-2
CCOc1ccc(CCNC(=O)Cn2c(=O)oc3ccccc32)cc1OCC,/,7,-16,/,5,2,-10,11,7,4,-8
N/C(=N\OCc1ccc([N+](=O)[O-])cc1)c1ccncc1,-16,-34,25,-114,-74,0,5,-26,-56,-20,-74
Cn1cc(C(=O)Nc2ccc(F)c(F)c2)cn1,2,5,-5,-18,2,3,-9,-6,-19,-8,-5
Cc1ccc2c(c1)C(SCC(=O)NCCc1ccccc1)CC1(CCCC1)O2 (stereo not drawn),26,-1,-3,-14,4,-8,4,2,4,-5,33
Cc1c(C(=O)NCc2cccnc2)oc2c1C(=O)CC(C)(C)C2,-16,-3,12,5,0,-6,-5,-2,-5,-6,20
COc1cc(NCCCCCCN)c2ncccc2c1OC,2,-1,-12,-41,1,-18,24,44,4,56*,27
Cc1cc(=O)oc2cc(Nc3ccccc3)ccc12,-15,-37,-1,-66,-10,3,15,-19,-10,-8,-26
COc1ccc(C(=O)Nc2nnc(SCC(=O)NC3CC3)s2)cc1,-59,7,78*,-90,-90,-2,9,-86,-87,45*,54*
COc1cccc2cc(C(=O)OCc3ccccc3)c(=O)oc12,13,-7,-9,-21,-1,-17,2,-9,0,-1,-33
CN1CCN(C(=O)c2ccc(N(Cc3ccccc3Cl)S(C)(=O)=O)cc2)CC1,5,-5,5,7,-3,8,-2,11,-30,-17,5
CCc1cc(=O)oc2c(C)c(OCC(=O)N3CCC(C(=O)O)CC3)ccc12,-5,-1,2,-5,0,-3,11,8,-6,8,1
CCc1cc(Cn2nc(-c3ccccc3C)cc2C(=O)O)on1,-10,9,-2,-15,-25,12,-14,-14,2,-1,-5
N#C/C(=C\c1cccs1)C(=O)c1ccccc1,5,-19,-9,-38,-1,7,-7,3,13,-2,-5
COc1cc(C(=O)NCC(c2cccnc2)N2CCN(c3ccccc3)CC2)cc(OC)c1OC (stereo not drawn),-2,-6,-2,23,-1,-3,7,-15,-4,-2,4
O=C1c2ccccc2C(c2nnnn2-c2ccc3c(c2)OCCO3)N1CCc1c[nH]c2ccccc12 (stereo not drawn),1,-24,0,-22,/,/,/,-5,/,/,-9
CCOC(=O)c1sc2nc(CSc3ccccc3)nc(N3CCCN(C)CC3)c2c1C,8,-29,6,14,-4,-13,12,7,9,-15,-6
CCN(CC)CCN1c2ccccc2Sc2ccccc21,2,-50,15,24,13,5,11,4,14,17,-14
C[C@H](NC(=O)c1nc[nH]c1C(=O)N1CCN(c2ccccc2)CC1)C(=O)OC(C)(C)C,-10,-30,-1,10,4,-6,10,2,-2,3,-4
CCOC(=O)C1=C(N)Oc2cc(C)n(CCc3ccc(OC)c(OC)c3)c(=O)c2C1c1cccnc1 (stereo not drawn),-2,3,-9,0,13,-12,21,5,7,0,-6
CCCCCCCCCn1c2c(c(=N)c3c1CCC3)CCC2,/,52*,77*,/,71*,-62*,55*,97*,81*,37,46
Cc1cccc(C)c1OCCCn1ccnc1,5,-8,-8,-5,-26,12,4,7,7,3,-6
Cc1c(C#N)c(NC(=O)CCl)n(Cc2ccc(F)cc2)c1C,11,13,-1,28,-19,-58*,73*,-1,-6,-45,23
CC(=O)Nc1ccc(OCC(=O)NC(C)c2ccc(F)cc2)cc1 (stereo not drawn),2,-4,-3,3,2,-3,12,11,9,-6,1
CCc1ccc(NC(=O)CC2C(=O)NCCN2C(=S)Nc2ccccc2)cc1 (stereo not drawn),9,-11,1,6,-4,4,-36,34,14,-4,-1
